Source: PubChem BioAssay
FLuc inh counter: firefly luciferase enzyme inhibitors, primary screen, artefact control for luciferase-based inhibitor screens, biochemical, luminescence, ATPLite. Luciferin 4-monooxygenase (Photinus pyralis), P08659. 10 min. inhibition, % at 10 µM. 200,000 tested, 1.5% active;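 active = inhibition above about 50% when tested at 10 µM, limit read from the data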
Target sequence (P08659 whole entry, looked up): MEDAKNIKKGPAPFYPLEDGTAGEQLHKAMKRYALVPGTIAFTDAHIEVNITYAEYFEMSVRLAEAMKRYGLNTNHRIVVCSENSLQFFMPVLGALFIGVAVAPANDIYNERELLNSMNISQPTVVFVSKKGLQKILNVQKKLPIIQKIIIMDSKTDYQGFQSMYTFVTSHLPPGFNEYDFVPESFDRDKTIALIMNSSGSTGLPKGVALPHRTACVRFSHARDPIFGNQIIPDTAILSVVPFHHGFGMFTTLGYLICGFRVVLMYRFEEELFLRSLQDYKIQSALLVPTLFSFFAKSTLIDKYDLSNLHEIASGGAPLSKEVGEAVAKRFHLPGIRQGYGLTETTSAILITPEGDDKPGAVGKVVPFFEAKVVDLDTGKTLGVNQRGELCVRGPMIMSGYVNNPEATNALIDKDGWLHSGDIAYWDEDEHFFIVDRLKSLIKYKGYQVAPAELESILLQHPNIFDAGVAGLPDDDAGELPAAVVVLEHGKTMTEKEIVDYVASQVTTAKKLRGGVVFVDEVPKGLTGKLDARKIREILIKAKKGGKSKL
APP 5'UTR act: activators of APP 5'UTR luciferase reporter, primary screen, SH-SY5Y cells. SH-SY5Y APP 5'UTR luciferase reporter, luminescence; zero percent = DMSO vehicle wells. activation, % at 2 µM. 190,000 tested, 1% active;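 active = activation above a set limit, based on mean plus 3 SD of controls, cut at about 140% in these data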; note: values of inactives mirror those of a sister screen read the other way
Hsp70 act: Hsp70 transcriptional activators, primary screen, cell-based, HeLa, Hsp70 promoter luciferase, luminescence, 10 µM | 200,000 tested, 0.04% active | AID 1203, 2008 | HeLa Hsp70 promoter luciferase reporter; scaled: vehicle 0, proteasome-inhibitor control 100% | activation, % at 10 µM;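 active = activation above the mean across all tested compounds plus 3 SD, cutoff set per campaign, cut at about 5.5% in these data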;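 note: 100% = MG132 at 30 µM as the positive control and 0% = DMSO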
APP transl inh: inhibitors of APP translation via 5'UTR reporter, primary screen, APP 5'UTR luciferase, SH-SY5Y cells; inhibition, % at 2 µM; 190,000 tested, 0.82% active; SH-SY5Y APP 5'UTR-luciferase reporter, luminescence;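 active = inhibition above a set limit, derived from the sample mean plus 3 SD, cut at about 45% in these data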; note: values of inactives mirror those of a sister screen read the other way
RAM inhibit: inhibitors of the yeast RAM network, primary screen, dse1pr::URA3 reporter, 5-FOA selection | S. cerevisiae dse1pr::URA3 reporter, 5-FOA growth OD615, 2 d; analog-sensitive cbk1-as2 kinase mutant strain | inhibition, % at 50 µM | 190,000 tested, 1.8% active | AID 868, 2007;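 active = inhibition above a set limit, 3 SD over mean compound inhibition, cut at about 8.4% in these data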;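 note: 0% = DMSO-only wells with no growth and 100% = 10 µM 1-NA-PP1 full growth; inhibition rescues growth on 5-FOA so higher OD means more RAM inhibition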
STAT1 activator: STAT1 signaling activators, primary screen, cell-based, HTS, luciferase reporter | NIH 3T3 STAT1-luciferase reporter, IFN-gamma, luminescence; 100% = IFN-gamma alone, no compound | activation (% of control), % at 5.5 µM | 200,000 tested, 2.6% active | AID 932, 2007;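 active = activation above the screen-wide mean activation plus 3 SD, cut at about 130% in these data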;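 note: raw ratio to IFN-gamma control signal so 100% means no change and 0% no light; values of inactives mirror those of a sister screen read the other way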
NF-kB neuron act: activators of NF-kB expression in neurons, primary screen, cell-based, HTS | fold change at 12.5 µM | 190,000 tested, 1.6% active | human neuronal cells, NF-kB reporter expression; active compounds read high; in the data active = fold change above about 3.3
STAT3 blocker: IL-6 driven STAT3 reporter inhibitors, primary screen, U3A cells, luciferase, luminescence, MLSCN library. IL-6 STAT3-luciferase reporter; host cell line lacks STAT1. AID 862, 2007. inhibition, % at 5.5 µM. 190,000 tested, 0.89% active;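 active = inhibition above the mean inhibition across all screened compounds plus 3 SD, cut at about 44% in these data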;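 note: 0% = DMSO only wells and 100% = 100 µM nifuroxazide control wells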
STAT1 blocker: STAT1 signaling inhibitors, primary screen, cell-based, HTS, luciferase reporter. NIH 3T3 STAT1-luciferase reporter, IFN-gamma, luminescence. inhibition, % at 5.5 µM. 200,000 tested, 0.35% active. AID 920, 2007;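 active = inhibition above a set limit, the mean inhibition across all tested compounds plus 3 SD, cut at about 34% in these data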;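 note: 0% = IFN-gamma with DMSO and 100% = IFN-gamma with 300 µM nifuroxazide; values of inactives mirror those of a sister screen read the other way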
STAT3 activator: IL-6 driven STAT3 reporter potentiators, primary screen, U3A cells, luciferase, luminescence, MLSCN library; IL-6 STAT3-luciferase reporter; 100% = signal with IL-6 EC80 alone; activation (% of control), % at 5.6 µM; 190,000 tested, 0.91% active; AID 871, 2007;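 active = activation above the screen-wide mean of compound activation plus 3 SD, cut at about 130% in these data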;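 note: 0% = background luminescence of wells with medium and substrate only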
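Material: STAT1-lacking human U3A cells, STAT3 luciferase reporter | Benchmarks: IL-6-only wells as 100% reference | Probe or stimulus: IL-6 (33 ng/mL) | Timing: Compound 1 h, then IL-6 6 h at 37 °C | Detection: Luminescence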
Active calls of the source: *; nt = no result given.

SMILES	FLuc inh counter	APP 5'UTR act	Hsp70 act	APP transl inh	RAM inhibit	STAT1 activator	NF-kB neuron act	STAT3 blocker	STAT1 blocker	STAT3 activator
Cc1ccc(C(=O)Nc2ccc(-c3csc(C)n3)cc2)cc1	24	186*	0.1	-186	6.0	164*	2.6	12	-72	92
O=C(CN1CCOCC1)Nc1ncc(Cc2ccccc2Cl)s1	1	-4	-0.3	4	1.2	107	0.95	1	-7	108
CC1CN(C2=Nc3cccc4cccc2c34)CC(C)O1 (stereo not drawn)	0	9	0.3	-9	0.0	102	1	3	-6	101
CCNC(=S)N1CCN(c2ncccn2)CC1	-2	23	0.0	-23	3.8	101	1.1	8	-2	95
CC(=N[C@@H]1CCCC[C@H]1N=C(C)c1ccccc1O)c1ccccc1O	-2	38	-0.3	-38	0.0	100	1.1	18	0	87
N#CCC(=O)NC(=O)NCC1CC1	-4	-3	-0.1	3	0.3	99	1.3	3	1	95
Cc1cc(C)nc(SCC(=O)NNC(=O)c2ccccc2C)n1	-7	11	-0.2	-11	-0.6	104	1.5	4	-7	104
COc1ccccc1-c1cc(C(F)(F)F)nc(S(C)(=O)=O)n1	-1	-4	0.1	4	3.3	63	0.87	10	40*	90
O=C(COC(=O)c1ccccn1)NCc1ccccc1Cl	0	9	-0.3	-9	-0.1	109	0.97	-3	-10	111
COc1ccccc1NC=C1C(=O)OC2(CCCCC2)OC1=O	-3	5	0.1	-5	4.5	102	1.1	27	-3	86
CC(C)(C)C1CCC(=NNC(=O)C(=O)NCc2ccco2)CC1 (stereo not drawn)	-7	16	-0.2	-16	1.0	94	1.2	1	5	103
O=C1c2ccccc2C(=O)N1CN(C(=O)COc1ccccc1)c1ccc(F)cc1	-6	-8	-0.4	8	1.2	90	1.2	10	11	95
CCCNC(=S)Nc1ccc(Cl)cc1Cl	-6	14	-0.3	-14	0.4	94	1.1	14	6	88
Cc1cc(C)c(S(C)(=O)=O)c(Oc2ccccc2C)n1	-1	nt	-0.2	nt	-0.1	91	1.4	15	10	93
CSc1ccc(C(=O)C2CCCN(S(=O)(=O)c3c(C)noc3C)C2)cc1 (stereo not drawn)	-4	-8	-0.3	8	3.0	92	1.4	6	8	100
O=C(CN1CCCCCC1)Nc1ccc(F)c(F)c1F	-10	20	-0.4	-20	0.7	110	1	8	-11	102
Cc1ccc(-c2nnc(N(C)C(=O)c3cccnc3)s2)cc1	29	37	0.3	-37	-1.5	124	2.3	12	-27	93
COc1ccc2c(C)cc(SCC#N)nc2c1	0	4	0.1	-4	1.2	98	1.1	3	2	103
CCn1c(SCC(=O)Nc2sc(C)c(C)c2C#N)nnc1C(C)C	-6	-10	0.3	10	0.0	103	1	-9	-4	112
O=c1[nH]nc(Cc2ccc(-c3cccc(Cl)c3)o2)c2ccccc12	-9	-8	-0.3	8	4.1	90	1.1	24	12	83
O=C(O)c1cc(-c2cccnc2)nc2ccc(Br)cc12	7	22	-0.5	-22	1.3	106	0.87	-1	-8	104
N#C/C(=N\Nc1ccccc1Cl)C(=O)c1ccccc1	11	6	-0.1	-6	3.7	90	0.94	15	11	91
Fc1ccc(CNn2cnnc2SCc2ccc(F)cc2)cc1	-7	-12	0.0	12	3.2	92	0.68	-3	9	106
C=CCSc1nnc(NC(=O)c2nc(SCC)ncc2Cl)s1	-4	-5	-0.3	5	8.4*	101	1.1	6	0	96
COc1ccc2c(c1)CCc1c(C(=O)Nc3ccc(OC)c(OC)c3)noc1-2	3	11	-0.2	-11	4.5	97	1.1	13	4	91

More results:
SMILES	FLuc inh counter	APP 5'UTR act	Hsp70 act	APP transl inh	RAM inhibit	STAT1 activator	NF-kB neuron act	STAT3 blocker	STAT1 blocker	STAT3 activator
O=c1c2ccccc2nnn1Cc1ccc2ccccc2c1	-10	-7	0.1	8	-0.6	101	1.4	-11	-3	116
CCOC(=O)c1c(-c2cccs2)csc1NC(=O)CN1CCOCC1	-5	5	-0.5	-5	2.1	98	1.4	-7	2	111
O=C(N/N=C/c1ccc(OC(F)F)cc1)c1cccc(S(=O)(=O)N2CCOCC2)c1	-2	26	0.1	-26	1.4	97	1.5	-8	4	107
CC1=NNC(=O)/C1=C\c1cn(-c2ccccc2)nc1-c1ccc(Cl)cc1	-9	9	-0.1	-9	4.6	120	3.1	61*	-22	55
COc1ccc(CCNC(=O)c2cccnc2)cc1OC	-8	2	-0.1	-2	1.8	100	0.98	-3	0	107
COc1cc(/C=N/NC(=O)C(Cc2c[nH]c3ccccc23)NC(=O)OCC(C)C)cc([N+](=O)[O-])c1O (stereo not drawn)	-7	3	0.0	-3	3.0	100	1.2	-1	0	100
CCN(C(=O)Cn1nc(C(=O)O)c2ccccc2c1=O)C1CCCCC1	-3	0	0.1	0	1.4	97	1	-1	3	100
COc1cc(NC(=O)CSc2nc(C)cs2)cc(OC)c1	0	10	0.1	-10	0.4	93	0.88	12	7	95
O=C(NC1CCCCC1)C(c1ccccc1)N(Cc1ccco1)C(=O)Cn1cnc2ccccc21 (stereo not drawn)	0	-16	-0.5	16	2.1	102	0.94	-5	-2	109
O=C(NCCC1=CCCCC1)c1ccc(F)cc1	40	210*	-0.3	-210	-0.5	166*	1.1	32	-76	73
Cc1ccccc1NC(=S)N(Cc1ccco1)C(C)c1cccs1 (stereo not drawn)	-10	7	0.1	-7	-0.4	101	0.91	9	-2	102
Clc1ccccc1CSc1nnc(-c2ccncc2)o1	-2	33	-0.2	-33	0.4	122	1.8	-6	-25	108
Cc1cccc(NC(=S)Nc2ccc(Cl)c(Cl)c2)c1	-2	0	0.0	0	3.0	83	0.6	15	18	92
S=c1[nH]nc(/C=C/c2ccccc2)o1	8	0	0.0	0	-1.5	128	1.1	-4	-30	105
O=S1(=O)CC2N=C(N(Cc3ccc(F)cc3Cl)c3ccccc3F)SC2C1 (stereo not drawn)	-6	9	-0.4	-9	6.5	100	0.94	-14	0	107
COc1ccc(OC2C(=O)N(Cc3ccc4c(c3)OCO4)C2c2cccs2)cc1 (stereo not drawn)	-6	-6	-0.3	6	13*	92	0.82	15	9	92
O=c1c2ccccc2nc(-c2ccc(Cl)cc2Cl)n1CCCn1ccnc1	-7	2	-0.3	-2	2.2	104	1.4	5	-4	99
Cc1cc(Cl)ccc1NC(=S)N(CCCN1CCOCC1)Cc1cccs1	-12	nt	-0.4	nt	0.1	97	1.2	-8	4	107
CN1CCc2c(OCc3ccc(F)cc3)cccc2C1=O	-4	-1	-0.1	1	-0.1	100	1.1	6	0	97
CC1CCCCC1NC(=O)c1ccc(S(=O)(=O)NCC2CCCO2)cc1 (stereo not drawn)	-4	-8	-0.1	8	0.0	92	1.9	9	7	94
COc1ccc(NC(=O)N2CCOCC2)cc1OC	-7	3	0.2	-3	2.5	94	1.2	2	6	102
Cc1ccc(CC(=O)Nc2ccc(OC(F)F)c(Cl)c2)cc1C	-9	-1	-0.3	1	4.9	105	0.85	3	-5	96
CN(C)S(=O)(=O)c1cccc(NC(=O)CCc2c[nH]c3ccccc23)c1	-1	22	0.1	-22	-0.6	101	1	-4	-4	107
CCCc1cc(Nc2ccccc2OCC)n2ncnc2n1	10	-6	0.2	6	0.8	106	0.98	7	-7	98
Cc1cccc(CSc2nnc(-c3ccco3)o2)c1	4	16	-0.3	-16	0.0	121	1.5	14	-26	92

The list continues:
SMILES	FLuc inh counter	APP 5'UTR act	Hsp70 act	APP transl inh	RAM inhibit	STAT1 activator	NF-kB neuron act	STAT3 blocker	STAT1 blocker	STAT3 activator
Cc1ccc(C)c(N2CCN(C(=O)C3CCN(c4nc(C)cc(C)n4)CC3)CC2)c1	-3	6	-0.4	-6	0.8	103	0.39	11	-3	98
Nc1ccc2oc3ccccc3c2c1	7	14	-0.2	-14	1.4	106	1.5	3	-7	97
Cc1ccc(SC(C)C(=O)NCc2ccc(F)cc2)cc1 (stereo not drawn)	-6	11	-0.3	-11	0.5	100	1.2	3	-2	100
CCCn1c(SCC(=O)Nc2cccc(S(=O)(=O)N3CCCC3)c2)n[nH]c1=O	-2	-17	-0.3	17	2.2	92	1.2	-2	9	102
Cc1ccc(NC(=O)OCCNC(=O)OC(C)C)cc1	4	10	0.3	-10	0.7	117	1.4	8	-20	100
O=C(NCc1ccco1)/C(=C/c1ccco1)NC(=O)c1ccc(Br)o1	-8	-10	-0.3	10	0.8	100	0.95	-5	0	104
O=C(CNc1cccc2ccccc12)N/N=C/c1ccc([N+](=O)[O-])o1	2	1	-0.2	0	0.3	96	0.78	10	4	91
CCOc1ncccc1C(=O)OCC(=O)NC(=O)NC(C)C	-7	-9	-0.2	9	-1.1	100	1.2	11	-1	96

7 entries already listed, arranged by number of heavy atoms, descending:
SMILES	FLuc inh counter	APP 5'UTR act	Hsp70 act	APP transl inh	RAM inhibit	STAT1 activator	NF-kB neuron act	STAT3 blocker	STAT1 blocker	STAT3 activator
CCCn1c(SCC(=O)Nc2cccc(S(=O)(=O)N3CCCC3)c2)n[nH]c1=O	-2	-17	-0.3	17	2.2	92	1.2	-2	9	102
O=C(NCc1ccco1)/C(=C/c1ccco1)NC(=O)c1ccc(Br)o1	-8	-10	-0.3	10	0.8	100	0.95	-5	0	104
CCOc1ncccc1C(=O)OCC(=O)NC(=O)NC(C)C	-7	-9	-0.2	9	-1.1	100	1.2	11	-1	96
Cc1ccc(SC(C)C(=O)NCc2ccc(F)cc2)cc1 (stereo not drawn)	-6	11	-0.3	-11	0.5	100	1.2	3	-2	100
Cc1ccc(NC(=O)OCCNC(=O)OC(C)C)cc1	4	10	0.3	-10	0.7	117	1.4	8	-20	100
Cc1cccc(CSc2nnc(-c3ccco3)o2)c1	4	16	-0.3	-16	0.0	121	1.5	14	-26	92
Nc1ccc2oc3ccccc3c2c1	7	14	-0.2	-14	1.4	106	1.5	3	-7	97
